Screening results from PubChem BioAssay.
BCR signal inh: blocks chronic active B-cell receptor signaling; Potency, µM (titrated, usually from 46.1 µM), for the others: at the top dose ratio change, negative = lower green/red ratio, actives largely listed as inhibitors; AID 493014; ABC-DLBCL IkBa-CBG/CBR reporter, luminescence ratio, 4 h; 0.05% of 340,000 active; active = well fitted inhibition curve with a large enough effect in the signal ratio, with a control signal flat, not every such curve was filed as active; inconclusive = small, poorly fitted or top-dose-only effect, or effect the other way, or a change in a side signal; the % refers to the signal ratio;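 also: potency is read from the fitted curve at half-maximal effect; plate controls were basal doxycycline-induced cells for no effect and cells given 10 µM MG132 for full effect; MG132 reads +100%, hits lower the ratio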
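TMD8 human ABC-DLBCL cells with doxycycline-inducible IκBα–green luciferase fusion and unfused red luciferase, in 0.5% FBS medium; compounds up to 46 uM, 4 h at 37C. Green/red luminescence ratio, filter-overlap corrected, fitted to concentration-response curves.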
Mito fusion yeast: inhibitors of mitochondrial division or activators of mitochondrial fusion | S. cerevisiae fusion-defective mutant growth rescue, CellTiterGlo 48 h | Potency, µM (highest dose often 46.1 µM), for the others: at the top dose growth rescue (activation), usual class: activators | 0.23% of 320,000 active;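 also: potency is read from the fitted curve at half-maximal effect; % of control where 0% means no effect; nearly all actives have a fitted effect of over 45% in size; temperature-sensitive fusion mutants such as fzo1-1 at 37 °C on non-fermentable ethanol glycerol medium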
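Yeast fusion mutant, YPEG (non-fermentable carbon), compound, 48 h at 37C non-permissive; CellTiterGlo added, 10 min RT, luminescence read. Rescued growth = division inhibition.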
S-ASM inh: inhibitors of human secretory acid sphingomyelinase; P17405; AID 504937; Potency, µM (series often up to 57.5 µM), inactives show top-dose activity change, negative = inhibition, actives largely listed as inhibitors; placental ASM, HMU-PC fluorogenic substrate, 60 min; 0.006% of 340,000 active; also: potency is read from the fitted curve at half-maximal effect
Target sequence (P17405 47-631 limits assumed): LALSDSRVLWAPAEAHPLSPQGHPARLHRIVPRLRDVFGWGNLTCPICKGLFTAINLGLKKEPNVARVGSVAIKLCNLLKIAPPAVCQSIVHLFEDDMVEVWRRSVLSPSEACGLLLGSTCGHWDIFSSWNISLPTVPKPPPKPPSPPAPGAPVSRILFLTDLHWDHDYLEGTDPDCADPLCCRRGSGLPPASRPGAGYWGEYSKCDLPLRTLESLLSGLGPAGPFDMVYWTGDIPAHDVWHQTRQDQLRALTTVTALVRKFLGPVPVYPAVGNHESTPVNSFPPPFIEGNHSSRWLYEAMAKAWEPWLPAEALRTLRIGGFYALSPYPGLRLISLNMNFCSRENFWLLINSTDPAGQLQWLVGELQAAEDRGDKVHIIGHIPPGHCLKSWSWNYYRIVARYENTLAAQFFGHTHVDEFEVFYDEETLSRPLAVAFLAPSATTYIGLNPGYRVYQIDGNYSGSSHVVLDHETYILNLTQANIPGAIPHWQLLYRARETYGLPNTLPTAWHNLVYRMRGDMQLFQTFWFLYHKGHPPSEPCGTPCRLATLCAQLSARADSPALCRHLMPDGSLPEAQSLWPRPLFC
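qHTS format. ASM enzyme prepared from human placenta hydrolyses the fluorogenic substrate HMU-PC0 (9 uM final) over 60 min at 37 °C after a 10 min compound preincubation.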
TSG101-PTAP inh: blocks PTAP/TSG101 interaction to inhibit HIV-1 budding. Q99816. Fluorescence polarization, FITC-PTAP peptide / Tsg101 binding. Potency, µM (highest dose often 115 µM), for inactives: at the highest dose activity change, negative = inhibition, hits mostly inhibitors. AID 493005. 340,000 tested, under 10 active; active = well fitted inhibition curve with a large enough effect in the main read-out, with a control signal flat, not every such curve was filed as active; inconclusive = small, poorly fitted or top-dose-only effect, or effect the other way, or a change in a side signal; inactive = no such curve, though single readings can be large or run the other way; also: potency is read from the fitted curve at half-maximal effect; % of control where 0% means no effect
Target sequence (Q99816 whole entry, looked up): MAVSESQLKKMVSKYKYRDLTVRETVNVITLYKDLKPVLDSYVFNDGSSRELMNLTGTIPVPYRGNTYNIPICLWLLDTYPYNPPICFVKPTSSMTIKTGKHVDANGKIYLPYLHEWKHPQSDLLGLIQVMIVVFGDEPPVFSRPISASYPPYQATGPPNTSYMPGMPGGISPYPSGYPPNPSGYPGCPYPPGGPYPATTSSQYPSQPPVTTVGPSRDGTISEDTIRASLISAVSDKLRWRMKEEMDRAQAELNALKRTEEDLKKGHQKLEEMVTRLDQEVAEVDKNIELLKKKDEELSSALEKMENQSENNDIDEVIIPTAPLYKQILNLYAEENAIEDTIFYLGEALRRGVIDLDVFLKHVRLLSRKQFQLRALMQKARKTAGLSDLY
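Fluorescence anisotropy tracks displacement of a FITC-tagged PTAP peptide (50 nM) from the Tsg101 binding domain (10 uM), following a 20 min room-temperature incubation at pH 7.5.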
Tb PFK block: inhibitors of T. brucei phosphofructokinase | O15648 | T. brucei PFK, ADP-Glo luminescence | Potency, µM (highest dose often 57.5 µM), inactives show at the top dose activity, negative = inhibition, most hits filed as inhibitors | 0.17% of 330,000 active;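 also: potency is read from the fitted curve at half-maximal effect; 0% = uninhibited 1x PFK enzyme wells and -100% = no-enzyme wells; nearly all actives have a fitted effect of over 60% in size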
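In TEA buffer at pH 8.0 with 5 mM MgCl2, enzyme (1.25 nM) converted F6P (0.5 mM) and ATP (0.1 mM) for 45 min at room temperature. ADP product was read by luciferase luminescence.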
ELG1 repair inh: inhibitors of ELG1-dependent DNA repair in HEK293T cells; HEK293T ELG1-luciferase reporter, luminescence, 16 h; DNA damage induced by 5-fluorouridine; Potency, µM (top dose mostly 46.1 µM), without a hit: at the top dose activity change, negative = inhibition, most hits filed as inhibitors; 2.3% of 330,000 active; AID 504467; also: potency is read from the fitted curve at half-maximal effect; % is scaled to controls: 0 for no effect and ±100 for the full control effect; nearly all actives have a fitted effect of over 55% in size
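In this reporter screen, reduction of luminescence relative to DMSO vehicle indicated activity. Compounds and 5-fluorouridine were added together to 2,000 cells per well, incubated for 16 hr at 37 °C, then developed with ONE-Glo.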
AT treatment: potential ataxia-telangiectasia treatments restoring KAP-1 phosphorylation; […] A-T fibroblasts, KAP-1 phosphorylation AlphaLISA; neocarzinostatin DNA damage 30 min before lysis; Potency, µM (top dose mostly 57.5 µM), inactives show at the top dose activation, usual class: activators; 0.19% of 320,000 active; AID 485349; also: potency is read from the fitted curve at half-maximal effect; % of control where 0% means no effect; nearly all actives have a fitted effect of over 45% in size
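hTERT-immortalized A-T patient fibroblasts ([…]), 500 cells/well in OPTI-MEM, 1% FBS, got compounds for 60 min, then NCS for 30 min at 37C. Lysates were then assayed for phospho-KAP-1 by AlphaLISA (anti-pKAP1 donor, anti-KAP1 acceptor beads), 6 hr at 25C.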
Integrin act MD: activators of alpha7 integrin expression for muscular dystrophy; alpha7betagal myoblasts, beta-gal FDG fluorescence, 48 h; Potency, µM (highest dose often 38.3 µM), for inactives: at the highest dose activation, actives largely listed as activators; 0.064% of 350,000 active;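 also: potency is read from the fitted curve at half-maximal effect; 100% = response of the positive control SU9516; nearly all actives have a fitted effect of over 60% in size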
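alpha7betagal+/- myoblasts (passage 13, 250/well) treated 48 h at 37C with compounds at 1:260 dilution of DMSO stock. Lysed, then beta-galactosidase activity read as FDG fluorescence (ex 480/em 540) after 30 min, with pre-read for autofluorescence.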
TCR act: activates T cell receptor signaling; 330,000 tested, under 10 active; AID 504894; primary human leukocytes, anti-CD3, IL-2 HTRF, 48 h; Potency, µM (top dose mostly 9.22 µM), inactives show at the top dose activation of IL-2 secretion, actives largely listed as activators; also: % of control where 0% means no effect
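Using a-CD3 beads without co-stimulation, primary human leukocytes were exposed to compounds for 48 hr. An HTRF IL-2 kit measured the cytokine, with europium-to-d2 energy transfer producing emission at 665nm upon 320nm excitation.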
Eya2 inh: Eya2 (human) phosphatase inhibition; O00167; recombinant Eya2, OMFP fluorescence dephosphorylation (OMFP is methylfluorescein phosphate); Potency, µM (doses to about 76.9 µM), inactives show at the highest dose activity, negative = inhibition, hits mostly inhibitors; 0.006% of 330,000 active; AID 488837; also: potency is read from the fitted curve at half-maximal effect; % is scaled to controls: 0 for no effect and ±100 for the full control effect
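Eya2 protein (added as 0.2 uM solution) was preincubated with compound for 10 min at ambient temperature in 50 mM HEPES pH 7.5, 50 mM NaCl, 5 uM MgCl2, 0.05% BSA, 1 mM DTT. OMFP (added at 50 uM) then reacted 10 min; fluorescence read at 485/525 nm.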
TSHR antagonist: antagonists of human thyroid stimulating hormone receptor; 0.2% of 330,000 active; P16473; activity change, negative = inhibition, % at 11.5 µM; AID 504810; TSHR-expressing cells, TSH-stimulated cAMP HTRF, 2 h; stronger effect = lower value;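 active = activity change below a set negative limit, meaning inhibition stronger than a set level, cut at about -70% in these data; inconclusive = activity change between two set negative limits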; also: % is scaled to controls: 0 for no effect and ±100 for the full control effect
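TSHR-expressing cells were treated with compounds, then stimulated with TSH at EC80 (4nM final) for 2 hours at 37 deg C. Cellular cAMP was measured by HTRF competition between lysate cAMP and cAMP-d2 for a cryptate-labelled anti-cAMP antibody.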
* hit, by the source's call; ? = inconclusive; . = no result given; & = joins results of further samples; [ ] = dose if it differs, or a comment. Unless noted, calls follow the shape of the dose curve; as a rule, active = well fitted curve in the direction sought with a large enough effect; inconclusive = small, poorly fitted or top-dose-only effect, or another doubt; inactive = no such curve, though single readings can be large; an effect the other way counts as inactive or inconclusive. The list is partial; rates above refer to the full screens.

canonical_smiles	BCR signal inh	Mito fusion yeast	S-ASM inh	TSG101-PTAP inh	Tb PFK block	ELG1 repair inh	AT treatment	Integrin act MD	TCR act	Eya2 inh	TSHR antagonist
CC(O)(CS(=O)(=O)c1cccc(C(F)(F)F)c1)C(=O)Nc1cccc(C(F)(F)F)c1 (configuration not stated)	1%	1%	-13%	-4%	0%	-6%	5%	1%	-8%	?	59
COC(=O)C1=C(c2c(C)noc2C)C[C@@H]2CC[C@H]1N2C(=O)N1CCOCC1	1%	-6%	1%	-1%	-3%	23%	-4%	18%	-6%	5%	16
CSc1ncc(/C=C2/C(=O)NC(=O)N(c3ccc(Cl)cc3)C2=O)cn1	4%	-10%	2%	0%	0%	5%	-2%	21%	-3%	-5%	-4
CN1CCC(c2c[nH]c3ccc(O)cc23)CC1	.	-7%	6%	1%	.	.	.	.	-3%	-3%	-11
Cc1ccc(OCC(=O)NCCN2CCN(C(=O)COc3ccc(C)cc3)CC2)cc1	2%	-2%	5%	0%	0%	9%	-5%	22%	3%	-15%	4
COC(=O)C1=C(c2cc3ccccc3s2)C[C@@H]2CC[C@H]1N2C	3%	-6%	2%	-3%	5%	?	2%	16%	2%	-1%	17
CC(=O)c1ccc(Oc2ccc(C(=O)c3ccc(C)c(C)c3)cc2[N+](=O)[O-])cc1	0%	14%	0%	-6%	-1%	?	6%	15%	-7%[46.1 µM]	-2%	-4
CC(=O)Nc1ccccc1C(=O)OCC(=O)c1ccc2c(c1)OCCO2	-2%	4%	3%	-10%	9%	?	-2%	22%	7%[46.1 µM]	9%	0
Cc1nc2ccccc2c(=O)n1-c1ccc(C(=O)O)cc1	2%	18%	1%	-8%	?	13%	-7%	10%	1%	-9%	10
CN1CCN2c3ccccc3Cc3ccccc3C2C1 (configuration not stated)	?	-2%&5%	3%	0%	-1%	19%	11%	.	6%	3%&9%	-25&11
Nc1nc2c(s1)CCCCCCCCCC2	10%	-8%	0%	3%	0%	?	4%	-21%	4%	-7%	-17
CCOC(=O)C1=C(C)OC(N)=C(C#N)C12C(=O)N(C)c1ccccc12 (configuration not stated)	-9%	-4%	-1%	0%	-2%	-8%	-7%	-12%	-5%	11%	-12
CC1=NN(c2ccccc2)C(=O)C1/C=C1\C(=O)NC(=O)N(c2cc(C)cc(C)c2)C1=O (configuration not stated)	?	-2%	-5%	-5%	8%	10%	-6%	-1%	-6%[46.1 µM]	4%	15
NC1=NC(c2cccnc2)n2c(nc3ccccc32)N1 (configuration not stated)	-4%	4%	3%	-4%	2%	0%	11%	0%	-3%	5%	-8
CCCCc1cc(=O)oc2cc(OCC(=O)N3C[C@H]4C[C@@H](C3)c3cccc(=O)n3C4)c(Cl)cc12	14%	7%	-2%	-3%	-2%	18%	-1%	-3%	2%	-1%	-1
C=CCN1C(=O)NC(=O)/C(=C/c2c(CCN(C)C(=O)c3ccccc3)cc3c(c2OC)OCO3)C1=O	-9%	3%	-1%	-6%	15%	-5%	-2%	15%	-4%	2%	10
COc1ccc(-c2cc(C(F)(F)F)n3nc(C(=O)N4CCC5(CC4)OCCO5)cc3n2)cc1OC	.	3%	160%[activator]	-5%	.	.	.	6%	4%	.	.
CC1(C)CC(=O)C=C(NCCN2CCN(C(=O)Cc3ccc(Cl)cc3)CC2)C1	-1%	4%	0%	-7%	-7%	-2%	0%	-6%	10%	-10%	-2
CN(C)CC1CCCCC1=O (configuration not stated)	?	-5%	5%	0%	0%	10%	-9%	3%	-3%	11%	-2
CCCC(=O)NC(Oc1ccc(C(C)=O)cc1)C(Cl)(Cl)Cl (configuration not stated)	-12%	1%	-1%	-1%	10%	9%	1%[11.5 µM]	-3%	.	0%	-1
O=C(Cc1ccccc1[N+](=O)[O-])N1CCN(Cc2ccc3c(c2)OCO3)CC1	-1%	1%	1%	-1%	-2%	?	1%	-26%	-2%	2%	2
CCC(=Nc1cccc(C(F)(F)F)c1)c1c(O)n(C)c(=O)n(C)c1=O	0%	0%	-1%	-5%	-3%	-6%	4%	-3%	-4%	-3%	10
CCC(COC(=O)NC)NC(=O)Oc1cccc(C)c1 (configuration not stated)	3%	3%	2%	0%	0%	?	4%	-11%	8%	8%	16
Cc1cccn2c(=O)c3cc(C(=O)N4CCC5(CC4)OCCO5)n(C)c3nc12	-1%	0%	.	-3%	1%	-10%	-1%	-21%	-11%	6%	28
COC(=O)C1=C(c2ccc(OC(F)(F)F)cc2)C[C@@H]2CC[C@H]1N2C(=O)NC1CCCCC1	8%	?	-14%	.	-3%	11%	-5%	-4%	-5%	-2%	31
Cn1cccc1CNCCc1ccccc1F	2%	-6%	4%	0%	3%	1%	9%	3%	.	0%	8
CCOc1ccc(C(=O)OC2CC3CCC(C2)N3C)cc1 (configuration not stated)	?	-5%	2%	-1%	1%	-17%	2%	-21%	-2%	-9%	2
CN1C2C(Br)CCCCN2c2ccc(F)cc2S1(=O)=O (configuration not stated)	?	13%	0%	-2%	-4%	1%	19%	-140%[inhibitor]	3%	6%	2
OC(CNCCc1c[nH]c2ccccc12)C(F)(F)F (configuration not stated)	-25%	-2%	1%	-9%	-5%	5%	11%	32%	7%	-8%	-4
FC(F)(F)c1ccc2c(c1)N(CCCN1CCN(CCCl)CC1)c1ccccc1S2	?	-11%	-3%	-8%	3%	-2%	4%	-56%[inhibitor]	-6%	-14%	-3
C=CCn1c(O)c(C(C)=Nc2ccc(N(C)C)cc2)c(=O)[nH]c1=O	4%	0%	-8%	-3%	1%	-2%	-7%	-9%	-40%	20%	-14
Cc1cc(C)cc(N2C(=O)NC(=O)/C(=C\c3cccn3-c3ccc(Cl)cc3)C2=O)c1	-3%	-7%	3%	1%	-2%	?	7%	25%	-2%	-30%	12
O=[N+]([O-])/C=C1/NCCN1Cc1ccc(Cl)nc1	-5%	7%	4%	-1%	0%	1%	9%	-7%	-2%	-8%	1
Cc1ccc2c(c1Cl)NC(C(=O)O)C1CC(Sc3ccccc3[N+](=O)[O-])C(Cl)C21 (configuration not stated)	4%	8%	-6%	-6%	1%	-10%	-2%	-14%	1%	-1%	-8
Cc1nc2ccc(NC(=O)c3ccc(Cl)s3)cc2s1	-18%	-1%	9%	-2%	-4%	?	-5%	-3%	-1%	-6%	-6
C[n+]1c(-c2ccccc2)c2cc(N)ccc2c2ccc(N)cc21	?	-1%	-14%	-22%	-7%	?	-10%	.	16%	8%	-13
Fc1ccc(-c2cnc(-c3cccs3)o2)cc1	?	2%	6%	-4%	-5%	?	-7%	-12%	-25%	-14%	8
Cn1c(=O)c2c(ncn2CCCl)n(C)c1=O	?	6%	-2%	0%	-6%	-8%	7%	-22%	-7%	13%	-2
CN(C)c1cc[n+](CC(O)C[n+]2ccc(N(C)C)cc2)cc1	-5%	-13%	-3%	-1%	8%	8%	8%	31%	2%	9%	-1
CCCCn1c(O)c(C(C)=NCc2cccnc2)c(=O)[nH]c1=O	2%	-1%	0%	-4%	-1%	0%	-5%	12%	-1%	0%	0
OC(CCCN1CCC(O)(c2ccc(Cl)cc2)CC1)c1ccc(F)cc1 (configuration not stated)	-9%	1%	1%	5%	-8%	?	21%	.	-8%	6%	5
CCCCNS(=O)(=O)c1ccc2nc(SCC(=O)Nc3sccc3C#N)[nH]c2c1	?	1%	-6%	0%	-5%	16µM*	-12%	16%	-4%	13%	-21
O=C1CC(c2ccco2)Cc2nc(Nc3nc(-c4ccccc4)c4ccccc4n3)ncc21 (configuration not stated)	?	-9%	5%	-8%	2%	-14%	-5%	-5%	4%	-7%	-5
COC(=O)C1=C(c2ccc(C(C)=O)cc2)C[C@@H]2CC[C@H]1N2C(=O)N1CCC(O)(c2ccc(Cl)cc2)CC1	2%	7%	-10%	-3%	-1%	?	-4%	16%	0%	2%	-20
Clc1cccc(Cl)c1Cl	0%	1%	-1%	1%	-1%	22%	6%	.	0%	6%	-20
